Screens as filed in PubChem BioAssay.
Nrf2 inh: Nrf2 qHTS screen for inhibitors; A549 ARE-Fluc reporter, luciferase luminescence, 18-24 h; Potency, µM (highest dose often 46 µM), for the others: at the top dose activity change, negative = inhibition, usual class: inhibitors; hit rate 2.1% among 360,000; AID 504444, 2011; further: potency means the concentration at half of the fitted maximal effect; on the % scale 0 is the no-effect control and ±100 the full control effect; nearly all actives have a fitted effect of over 60% in size
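A549 ARE_Fluc cells (5000/well, 5% FBS OPTI-MEM) pre-incubated 2 h, then treated with compounds 18-24 h at 37C/5% CO2 in concentration-response. CellTiter-Fluor viability read first; BugLite luciferase luminescence after 15 min at room temperature gives Nrf2 activity.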
HepG2 tox: qHTS for Inhibitors of TGF-b: Cytotox Counterscreen | AID 588856, 2011 | Potency, µM (doses to about 46.1 µM), inactives show at the highest dose activity change, negative = cytotoxicity, usual class: cytotoxic | HepG2 CAGA-GFP viability, ATP luminescence, 18 h | hit rate 0.76% among 410,000; further: potency means the concentration at half of the fitted maximal effect; some results filed as inactive show a strong effect at the top dose
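HepG2 CAGA-GFP cells (1000/well, DMEM with 1% FBS) received compound, then TGF-beta at 500 pg/mL final, and were incubated 18 hours at 37 degrees C. Viability was read by CellTiter-Glo luminescence. Media-only wells were set as complete cell-killing and DMSO as no toxicity.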
A549 tox: Nrf2 qHTS screen for inhibitors: counterscreen for cytotoxicity; A549 ARE-Fluc cells, CellTiter-Fluor viability, 18-24 h; AID 504648, 2011; Potency, µM (titrated, usually from 46 µM), for inactives: at the highest dose activity change, negative = cytotoxicity, hits mostly inhibitors; hit rate 0.16% among 390,000; further: potency means the concentration at half of the fitted maximal effect; on the % scale 0 is the no-effect control and ±100 the full control effect
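Cytotoxicity counterscreen: CellTiter-Fluor fluorescence was measured in A549 ARE_Fluc cells after 18-24 h of compound exposure in a concentration series. The subsequent BugLite luminescent read reports ARE-luciferase activity.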
S2 tox: Viability Counterscreen for Primary qHTS for Inhibitors of ATXN expression | S2 cells (HEK-293 line with an ATXN2-luciferase reporter) viability, CellTiter-Fluor protease fluorescence, 24 h | Potency, µM (titrated, usually from 56.7 µM), hits mostly cytotoxic | hit rate 0.49% among 400,000 | AID 651635, 2014; further: potency means the concentration at half of the fitted maximal effect; nearly all actives have a fitted effect of over 40% in size
Nrf2 activator: qHTS of Nrf2 Activators; hit rate 0.31% among 410,000; Potency, µM (doses to about 46.1 µM), without a hit: top-dose activation, most hits filed as activators; AREc32 ARE-luciferase reporter (MCF7-derived line), luminescence, 24 h; further: potency means the concentration at half of the fitted maximal effect; % of control where 0% means no effect; nearly all actives have a fitted effect of over 65% in size
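Luciferase luminescence (Steady-Glo, 30 min at room temperature) served as the read-out of ARE activation in AREc32 cells treated with compounds for 24 hr at 37 deg C.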
IL1B secr inh: qHTS for Inhibitors of Inflammasome Signaling: IL-1-beta AlphaLISA Primary Screen; THP-1 LPS/ATP IL-1B secretion, AlphaLISA, 16 h; hits give low values; activity change, % at 57.5 µM; hit rate 4.7% among 360,000; AID 743279, 2014; in the data active means activity change below about -50%; inconclusive means mostly about -30% to -49%; further: on the % scale 0 is the no-effect control and ±100 the full control effect
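THP-1 cells pretreated 1 hr with compounds (up to 57.5 uM final), then stimulated with LPS (250 ng/mL final) plus ATP (1.25 mM final); secreted IL-1B measured by AlphaLISA after 16 hr, decreased signal indicating inhibition.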
MCF10A rerep: A quantitative high throughput screen for small molecules that induce DNA re-replication in MCF 10a normal breast cells | MCF 10A DNA re-replication, Hoechst nuclear intensity, 48 h | Potency, µM (highest dose often 46.1 µM), for inactives: top-dose activity, positive = re-replication, hits mostly activators | hit rate 2.9% among 350,000 | AID 624296, 2012; further: potency means the concentration at half of the fitted maximal effect; % of control where 0% means no effect; nearly all actives have a fitted effect of over 50% in size
TGFb inhibitor: qHTS for Inhibitors of TGF-b. HepG2 CAGA-GFP TGF-b/SMAD3 reporter, GFP fluorescence, 18 h; TGF-beta stimulated, 500 pg/mL final. Potency, µM (doses to about 46.1 µM), for inactives: top-dose activity, negative = inhibition, usual class: inhibitors. hit rate 1.2% among 410,000; further: potency means the concentration at half of the fitted maximal effect; on the % scale 0 is the no-effect control and ±100 the full control effect; nearly all actives have a fitted effect of over 65% in size
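HEPG2 CAGA-GFP cells (1000/well, DMEM with 1% FBS) were pre-incubated 2 h at 37 degrees C, given compound by pin tool, then stimulated with TGF-beta at 500 pg/mL final for 18 h before per-cell GFP fluorescence imaging.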
ATXN2 expr inh: Primary qHTS for Inhibitors of ATXN expression; Potency, µM (series often up to 57 µM), inactives show at the top dose activity change, negative = inhibition, actives largely listed as inhibitors; hit rate 0.72% among 360,000; HEK-293 ATXN2-luciferase reporter, luminescence, 24 h; AID 1745845, 2022; further: potency means the concentration at half of the fitted maximal effect; on the % scale 0 is the no-effect control and ±100 the full control effect; nearly all actives have a fitted effect of over 55% in size
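ATXN2-luciferase reporter cells (luciferase flanked by upstream and downstream ATXN2 gene portions) were treated 24 h at 37 °C with compounds at up to 57 uM. SteadyGlo luminescence gave expression; GF-AFC fluorescence gave viability.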
Numbers without * were called inactive; i = inactive; ? = inconclusive; nt = not tested or not shown; [ ] = another dose, or the depositor's remark. Unless noted, the call rests on the fitted dose curve; in most records, active means well fitted curve in the direction sought with a large enough effect; inconclusive means small, poorly fitted or top-dose-only effect, or another doubt; inactive means no such curve, though single readings can be large; an effect the other way counts as inactive or inconclusive.

SMILES | Nrf2 inh | HepG2 tox | A549 tox | S2 tox | Nrf2 activator | IL1B secr inh | MCF10A rerep | TGFb inhibitor | ATXN2 expr inh
NC(=O)COC(=O)CC(c1ccccc1)c1ccccc1 | 2% | 17% | 4% | i | -0.1% | 8 | 5% | -1% | -12%
CCN(CC1CCCN(CCc2cccc(F)c2)C1)C(=O)c1ccoc1C (stereo unspecified) | nt | -12% | nt | i | -0.4% | 0 | nt | -7% | nt
CCOc1ccc(C(=O)c2cn(CC(=O)Nc3ccc4c(c3)OCCO4)c3ccc(F)cc3c2=O)cc1 | 6% | -4% | 7% | i | 3.4% | nt | nt | 9% | 3%
COc1ccc(-c2cc(C)no2)cc1S(=O)(=O)NCC(C)c1ccccc1 (stereo unspecified) | ? | -12% | -5% | i | -0.7% | -8 | 15% | -14% | -16%
Cc1ccc(C(CC(N)=O)c2ccco2)cc1 (stereo unspecified) | 0% | 2% | 4% | ? | -0.8% | 13 | 0% | -15% | 23%
COc1ccccc1NC(=O)C(=O)c1cc(C)n(-c2cc(C)cc(C)c2)c1C | 25% | -33% | -16% | i | -0.4% | nt | nt | 1% | 7%
O=C(Cn1cc([N+](=O)[O-])cn1)N1N=C(C(F)F)CC1(O)C(F)F (stereo unspecified) | 10% | 0% | -22% | i | 0.3% | 13 | 2% | -1% | -4%
CC(C)(C)c1cccc(P(=O)(c2ccccc2)c2ccccc2)c1O | -11% | -5% | 0% | i | 0.3% | -71* | ? | -13% | 40%[activator]
COc1ccccc1CNS(=O)(=O)c1c(C)nc2sc(C)cn2c1=O | 20% | 3% | 0% | nt | -0.9% | nt | nt | -5% | nt
CCN(CCCNC(=O)CN1N=C(c2ccc(C)cc2)CCC1=O)c1ccccc1 | nt | -23% | -2% | nt | 5.6% | nt | nt | ? | nt
O=C(O)c1ccc(S(=O)(=O)c2ccccc2)s1 | -10% | 4% | -4% | ? | 2.3% | 4 | -19% | -3% | 0%
Cc1ccccc1NC(=O)c1cc(S(=O)(=O)c2ccccc2)ccc1Cl | -28% | -10% | -10% | i | 1.1% | -19 | -4% | ? | -18%
CS(=O)(=O)N1N=C(c2cccs2)CC1c1ccco1 (stereo unspecified) | ? | 0% | 10% | ? | 4.3% | -4 | 0% | 10% | -4%
C/C(=N\NC(=O)CNC(=O)C1COc2ccccc2O1)c1ccco1 (stereo unspecified) | 3% | 3% | 0% | ? | ? | 28 | 1% | 19% | -17%
Cc1ccc(CNC(=O)c2nc(SCc3ccc(C)cc3)ncc2Cl)cc1 | -22% | -4% | -10% | nt | -0.5% | nt | nt | ? | nt
C/C(=C\c1ccccc1)C(=O)NCCCn1ccnc1 | -6% | -6% | -3% | i | 0.5% | 9 | 0% | -10% | nt
COc1ccc(-n2nnnc2S(=O)(=O)Cc2ccc(C(=O)O)cc2)cc1 | ? | -6% | 0% | ? | 19% | -87* | 16µM* | -17% | ?
CNC(=S)Nc1cccc(-c2cnc3ccccc3n2)c1 | ? | 0% | 0% | i | 6.9% | 13 | -1% | -17% | 10%
CCOC(=O)C1CCN(C(=O)CN2C(=O)c3ccccc3Sc3ncccc32)CC1 | -4% | 11% | 1% | i | 1.8% | 13 | 1% | -15% | -2%
COC(=O)[C@@H]1[C@@H](C)N(Cc2ccccc2)C(=O)N[C@H]1c1cccc(C(F)(F)F)c1 | -23% | -17% | -3% | i | 3.9% | 14 | -9% | -17% | -14%
CCCc1cc(N2CCC(C(N)=O)CC2)nc(-c2ccccc2)n1 | -15% | -11% | 2% | i | 5.5% | ? | 0% | ? | -14%
Cc1ccc(C(=O)N2CCCCC2)cc1S(=O)(=O)N1CCCC1 | -5% | -4% | 1% | i | -0.8% | 11 | 0% | -20% | 3%
COc1cccc(C(=O)NCCS(=O)(=O)N(C)C2CCCCC2)c1 | -1% | 1% | -3% | ? | 2.2% | -5 | -4% | -3% | 10%
CCOCC(=O)Nc1ccc(-c2cn3c(C)csc3n2)cc1 | nt | -38% | -3% | i | -2.6% | nt | nt | 10% | -21%
Cc1ccccc1NC(=O)CN1CCCC1 | nt | 7% | nt | i | -0.8% | -2 | nt | -6% | nt

Next records:
SMILES | Nrf2 inh | HepG2 tox | A549 tox | S2 tox | Nrf2 activator | IL1B secr inh | MCF10A rerep | TGFb inhibitor | ATXN2 expr inh
Cc1ccc(N(C)C(=O)C2CCCN(c3ncnc4c3nc3n4CCCCC3)C2)cc1C (stereo unspecified) | -66% | -41% | 5% | ? | 6.1% | nt | nt | ? | ?
CC(=O)c1ccc(S(=O)(=O)N2CCN(C(=O)CSC(=S)N3CCCC3)CC2)cc1 | 4% | 2% | -3% | ? | -0.4% | -3 | 0% | -8% | 4%
O=C1C2CC=CCC2C(=O)N1c1n[nH]c(-c2ccccc2)n1 (stereo unspecified) | 1% | 3% | -11% | i | 0.0% | 33 | -3% | 13% | -8%
CCOC(=O)Cc1csc(NC(=O)c2c(-c3c(F)cccc3Cl)noc2C)n1 | nt | 2% | 15% | i | -0.8% | -6 | -21% | 3% | -14%
Cc1ccc(C(=O)N2CCN(c3ccc(N4CCOCC4)nn3)CC2)cc1C | -12% | -14% | 4% | i | 0.2% | -8 | 3% | 58%[activator] | 2%
Cc1ccc(NC(=S)N(CCN(C)C)Cc2cccs2)c(C)c1 | ? | -1% | 0% | i | 0.3% | ? | 3% | -2% | nt
COc1ccccc1NC(=O)c1cc2cc3ccc(OC)c(Cl)c3nc2s1 | nt | -4% | -26% | nt | 0.4% | nt | nt | -5% | nt
C=CCOc1ccc(/C=N/NC(=O)CN2CCCCC2)cc1OC | -2% | 13% | 2% | i | -0.4% | 10 | 2% | 3% | -5%
CCOc1nc2cnccc2n(CC(=O)Nc2c(C)cccc2CC)c1=O | -5% | 0% | -1% | i | 0.2% | -1 | 7% | 9% | nt
COc1ccc(NCc2n[nH]c(=O)c3ccccc23)cc1 | -27% | -29% | -1% | i | 0.4% | 28 | ? | ? | 3%
CCN(C(=O)COC(=O)C1CC1C)c1c(N)n(Cc2ccccc2)c(=O)[nH]c1=O (stereo unspecified) | ? | -8% | -7% | i | -0.2% | 6 | 0% | -11% | 1%
Cc1ccc(NC(=O)c2nc(C)n(-c3ccc([N+](=O)[O-])cc3)n2)cc1 | -8% | -2% | -16% | i | 0.1% | -30 | 1% | 4% | 2%
CCOC(=O)N1CCN(C(=O)CSc2ccc3nnc(CCNC(=O)c4ccc(OC)cc4)n3n2)CC1 | -14% | -34% | -4% | i | -0.3% | -4 | 3% | -22% | 2%
COc1ccc(-n2c(Cc3cccn3C)nnc2SCC(=O)NCc2ccccc2Cl)cc1 | -20% | -8% | -8% | i | -0.2% | -30 | 7% | -2% | 8%
Cc1ccc(-n2c(-c3cccc(C)c3)n[nH]c2=S)cc1 | -3% | 14% | 0% | i | 0.1% | 15 | 21µM* | -3% | 16%
O=C(Cn1cc(C(=O)c2ccncc2)c(=O)c2cc(F)ccc21)Nc1ccc(Cl)cc1 | nt | -14% | 1% | nt | 0.6% | nt | nt | ? | nt
O=C(Cn1cc(C(=O)C2CC2)c2ccccc21)NCC1CCCO1 (stereo unspecified) | 21% | -3% | -5% | i | 0.0% | 18 | ? | -1% | 3%
N#Cc1ccc(S(=O)(=O)N2CCCN(c3nc4ccc(Cl)cc4s3)CC2)cc1 | ? | -1% | 1% | i | -0.3% | -5 | -6% | 1% | -29%
COc1cccc(-c2ncc3ccccc3c2COC(=O)N2CCCCC2)c1 | 5.8µM* | -9% | -2% | i | 3.2% | -1 | ? | -1% | -21%
O=C(O)/C=C/C(=O)Nc1ccc(OC(F)(F)Cl)cc1 | -7% | 2% | 1% | i | -0.2% | -5 | -4% | 0% | -6%
N/C(=N\OC(=O)Nc1ccc(Cl)c(Cl)c1)c1ncc(C(F)(F)F)cc1Cl | -7% | 7% | -7% | i | -0.7% | 4 | ? | ? | 3%
COc1ccc(NC(=O)Nc2cc(C)ccc2F)cc1 | ? | -28% | 3% | i | 0.5% | ? | ? | 0% | 94%[activator]
O=C(NCc1ccc(Cl)cc1)NCc1ccc(Cl)cc1 | -3% | 8% | 1% | i | 0.3% | -5 | -4% | 13% | ?
O=C(c1ccco1)N1CCN(C(=O)C2CCN(S(=O)(=O)c3cnc[nH]3)CC2)CC1 | 5% | -12% | -7% | i | -0.1% | 0 | -7% | -6% | 13%

An excerpt from above in order of molecular weight, smallest number first:
SMILES | Nrf2 inh | HepG2 tox | A549 tox | S2 tox | Nrf2 activator | IL1B secr inh | MCF10A rerep | TGFb inhibitor | ATXN2 expr inh
C=CCOc1ccc(/C=N/NC(=O)CN2CCCCC2)cc1OC | -2% | 13% | 2% | i | -0.4% | 10 | 2% | 3% | -5%
Cc1ccc(NC(=O)c2nc(C)n(-c3ccc([N+](=O)[O-])cc3)n2)cc1 | -8% | -2% | -16% | i | 0.1% | -30 | 1% | 4% | 2%
Cc1ccc(NC(=S)N(CCN(C)C)Cc2cccs2)c(C)c1 | ? | -1% | 0% | i | 0.3% | ? | 3% | -2% | nt
Cc1ccc(C(=O)N2CCN(c3ccc(N4CCOCC4)nn3)CC2)cc1C | -12% | -14% | 4% | i | 0.2% | -8 | 3% | 58%[activator] | 2%
CCOC(=O)Cc1csc(NC(=O)c2c(-c3c(F)cccc3Cl)noc2C)n1 | nt | 2% | 15% | i | -0.8% | -6 | -21% | 3% | -14%
COc1ccc(-n2c(Cc3cccn3C)nnc2SCC(=O)NCc2ccccc2Cl)cc1 | -20% | -8% | -8% | i | -0.2% | -30 | 7% | -2% | 8%

Compounds as they come. Share with any hit: about 8.8%.
